MT1-MMP txn act – MT1-MMP promoter transcription activation. activation factor at 10 µM. HT1080 MT1-MMP promoter luciferase reporter, luminescence, overnight; stronger effect = higher value. AID 750. 0.16% of 86,000 active;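 active means activation factor of at least 2 for MT1-MMP transcription at 10 µM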
sEH inh – soluble epoxide hydrolase (human) inhibition; AID 707; recombinant human sEH enzymatic activity assay; P34913; 0.34% of 91,000 active; inhibition, % at 2 µM; in the data active means inhibition above about 80%; further: values of inactives mirror those of a sister screen read the other way; many of its hits are not listed in these tables
Target sequence (P34913 whole entry, looked up): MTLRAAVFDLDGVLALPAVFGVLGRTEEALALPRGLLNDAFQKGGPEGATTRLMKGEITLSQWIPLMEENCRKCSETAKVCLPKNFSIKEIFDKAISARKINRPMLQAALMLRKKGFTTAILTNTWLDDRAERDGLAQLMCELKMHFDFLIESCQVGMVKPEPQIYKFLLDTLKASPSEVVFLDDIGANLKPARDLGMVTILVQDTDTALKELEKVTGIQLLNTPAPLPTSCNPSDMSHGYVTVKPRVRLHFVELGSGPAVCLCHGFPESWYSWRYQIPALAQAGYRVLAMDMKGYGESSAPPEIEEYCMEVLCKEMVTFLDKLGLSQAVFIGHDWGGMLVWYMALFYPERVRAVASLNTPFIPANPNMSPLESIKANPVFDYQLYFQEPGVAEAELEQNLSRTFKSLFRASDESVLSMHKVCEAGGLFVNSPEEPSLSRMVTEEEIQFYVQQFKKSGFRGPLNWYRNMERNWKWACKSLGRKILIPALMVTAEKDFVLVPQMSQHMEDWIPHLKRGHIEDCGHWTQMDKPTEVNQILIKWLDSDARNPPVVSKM
ERa coact pot – ER-alpha (human) coactivator binding potentiation; coactivator binding (% of control), % at 25.6 µM; TR-FRET ERalpha-LBD/SRC-Cy5 coactivator binding, 2 h; 100 = basal binding, no effect; 1.3% of 86,000 active; AID 639; in the data active means activity above about 200%;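 further: binding measured in presence of low estradiol as agonist stimulus; 0% = peptide alone without receptor and 100% = receptor with peptide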
Candida biofilm – kills Candida albicans biofilms; C. albicans biofilm + clotrimazole, Alamar Blue; inhibition, % at 6 µM; 0.14% of 85,000 active;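 active means inhibition above 20%; inactive means inhibition below 20%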;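 further: preformed 24 hr biofilms exposed to compound for 48 hr; 0% = biofilm without compound and 100% = blank killed by clotrimazole plus chlorhexidine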
Mac1 fbg enh – CD11b/CD18-fibrinogen binding enhancement. P05107+P11215. K562 CD11b/CD18 adhesion to fibrinogen, ATPlite luminescence. activation, % at 10 µM. 0.07% of 93,000 active;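 active means 10 µM primary screen giving 50% or more activity, confirmed by 40% or more on retest at that dose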; further: strong numbers were not always called active; reference of the scale not given here
ERb SRC1 inh – blocks coactivator binding to human estrogen receptor beta; inhibition, % at 25.6 µM; 1.3% of 86,000 active; TR-FRET ER-beta LBD / SRC1-Cy5 peptide binding; receptor agonist-loaded with 1 µM estradiol; Q92731;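 active means compounds whose percent inhibition of the receptor-coactivator binding signal exceeds about 50% in the single-dose screen, limit read from the data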;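 further: 0% = receptor plus peptide wells without compound and 100% = peptide-only wells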
Smad3 FoxH1 inh – blocks human Smad3 binding to FoxH1 peptide. P84022. 0.29% of 88,000 active. inhibition, % at 25 µM. TR-FRET Smad3/Dy647-FoxH1 peptide binding, europium anti-His;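 active means compounds that reduce the energy-transfer binding signal between the protein and its labelled peptide by more than half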;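 further: 0% = Smad3 plus labelled peptide maximal FRET and 100% = peptide-only background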
Target sequence (P84022 whole entry, looked up): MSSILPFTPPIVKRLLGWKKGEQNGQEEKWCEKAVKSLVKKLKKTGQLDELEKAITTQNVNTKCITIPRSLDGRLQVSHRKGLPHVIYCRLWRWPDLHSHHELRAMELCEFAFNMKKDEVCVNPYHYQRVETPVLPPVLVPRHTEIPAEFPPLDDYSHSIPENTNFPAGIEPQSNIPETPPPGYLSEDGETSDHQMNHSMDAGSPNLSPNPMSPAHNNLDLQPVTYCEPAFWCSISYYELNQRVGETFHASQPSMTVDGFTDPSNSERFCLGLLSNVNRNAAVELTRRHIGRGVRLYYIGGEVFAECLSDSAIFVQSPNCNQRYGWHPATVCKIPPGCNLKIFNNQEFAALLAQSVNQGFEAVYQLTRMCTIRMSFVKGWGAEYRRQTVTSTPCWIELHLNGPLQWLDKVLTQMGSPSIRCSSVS
sEH act – soluble epoxide hydrolase (human) activation. P34913. purified human sEH enzymatic activity, activator screen. activation, % at 2 µM. 0.04% of 91,000 active; in the data active means activation above about 37%; further: values of inactives mirror those of a sister screen read the other way
Mac1 fbg inh – inhibitors of human CD11b/CD18 binding to fibrinogen | K562 CD11b/CD18 adhesion to fibrinogen, ATPlite luminescence; Mn2+ added to activate the integrin | inhibition, % at 10 µM | 0.54% of 93,000 active | AID 1497;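 active means primary inhibition of 50% or more at 10 µM, then 40% or more on retest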; further: some results filed as inactive read as strong as hits
* hit, by the source's call; . = no result given; [ ] = dose if it differs, or a comment.

Sample of the layout (3 entries):
SMILES	MT1-MMP txn act	sEH inh	ERa coact pot	Candida biofilm	Mac1 fbg enh	ERb SRC1 inh	Smad3 FoxH1 inh	sEH act	Mac1 fbg inh
Oc1ccccc1C(=S)N1CCCCC1	1	.	86[fluorescence artefact?]	6	0	-7	8	.	0
O=C(CC1(O)C(=O)Nc2ccccc21)c1ccccc1 (stereo unspecified)	1	.	113	12	-3	2[fluorescence artefact?]	-9	.	-54
COC(=O)CSc1nc(C)c(C(C)=O)cc1C#N	1	.	105	-2	.	-5	6	.	.

The whole of this part, from the start:
SMILES	MT1-MMP txn act	sEH inh	ERa coact pot	Candida biofilm	Mac1 fbg enh	ERb SRC1 inh	Smad3 FoxH1 inh	sEH act	Mac1 fbg inh
Oc1ccccc1C(=S)N1CCCCC1	1	.	86[fluorescence artefact?]	6	0	-7	8	.	0
O=C(CC1(O)C(=O)Nc2ccccc21)c1ccccc1 (stereo unspecified)	1	.	113	12	-3	2[fluorescence artefact?]	-9	.	-54
COC(=O)CSc1nc(C)c(C(C)=O)cc1C#N	1	.	105	-2	.	-5	6	.	.
O=C(c1ccccc1)c1nn(-c2ccc(Cl)cc2)cc1C(=O)c1cc2ccccc2oc1=O	.	-1	.	.	-3	.	.	3	4
O=C(Oc1ccc2c(=O)c(Oc3ccc4ccccc4c3)coc2c1)c1cncc(Br)c1	.	-14	.	.	52	.	.	12	-45
CCC/C(O)=C1\C(=O)CC(C)(C)CC1=Nc1ccc(OC)cc1OC	.	13	102	9	0	8	-2	-13	-2
Oc1ccccc1-c1nc(NCc2ccco2)c2ccccc2n1	1.2	.	131[fluorescence artefact?]	7	0	24[fluorescence artefact?]	31[fluorescence artefact?]	.	-4
NC(=O)CSc1nnc(-c2ccncc2)n1-c1ccc(Cl)cc1	1.1	.	120[fluorescence artefact?]	0	.	-13	6	.	.
CCc1nnc(SCc2ccc(CSc3nnc(CC)n3N)cc2)n1N	1.2	8	93	2	3	8	-7	-6	-15
Cc1cc(C)n(-c2nnc(C)n2/N=C/c2ccccc2O)n1	1.1	8	106	1	-3	0	6	-6	2
COc1ccccc1C(=O)n1nc(C)cc1C	1	6	118	5	-2	-1	0	-6	5
CCCC(=O)N1c2ccc(-c3csc(N)n3)cc2CC1C (stereo unspecified)	1.2	10	117	3	-2	6	13	-9	19
COc1nccc(Nc2ccccc2)c1C#N	1	-8	126	.	1	-5	4	6	-2
O=c1[nH]nnc2sc3c(c12)CCCC3	1	6	99	-2	.	18[fluorescence artefact?]	5	-4	.
Cc1ccc2cc(S(=O)(=O)NCCC(=O)O)ccc2c1	1.1	6	111[fluorescence artefact?]	4	-2	-13	0	-7	-13
Cc1ccccc1NC(=S)NCc1ccc2c(c1)OCO2	.	8	.	.	-3	.	.	-6	6
COCCCN1C(=O)C(=O)/C(=C(/O)c2ccc(OC)cc2)C1c1ccc(O)c(OC)c1 (stereo unspecified)	1	5	132	4	-6	5	2	-4	-7
CN(C)S(=O)(=O)c1ccc(C(=O)Nc2ccc(CCC(=O)N3CCCC3)cc2)cc1	0.9	18	96[fluorescence artefact?]	6	11	-19	3	-15	-8
CCOc1cccc(-c2nc3cc(C)ccc3o2)c1	1.2	-12	127	6	-3	-4[fluorescence artefact?]	8	12	7
Cc1ccc(S(=O)(=O)N=Nc2c(O)[nH]c3ccccc23)cc1C	1.2	-1	103	2	-4	-3	4	0	-4
COc1ccccc1N(CN1CCCC1=O)C(=O)c1c(F)cccc1F	1.2	.	110	4	1	-13	-3	.	15
CC1Cc2nc(SCC(=O)N3CCN(c4ccccc4)CC3)n(CCc3ccccc3)c(=O)c2S1 (stereo unspecified)	.	2	107	5	11	3	7	0	-8
COc1ccc(OC)c(C2=NOC(C(=O)Nc3cccc(C(C)=O)c3)C2)c1 (stereo unspecified)	1	10	116	-4	2	-4	-3	-12	0
CCOc1ccccc1-n1c(SCC(=O)N(C(C)C)C(C)C)nnc1-c1cccnc1	1.1	1	106	2	0	3[fluorescence artefact?]	-5	-1	9
N#Cc1nc(Cc2cccc3ccccc23)oc1NCCN1CCOCC1	1	-21	109	-5	-4	-11	-9	17	6
COc1ccc(-c2cc(C(F)(F)F)n3nc(N)nc3n2)cc1	1.1	-4	107	5	-2	-1	0	5	-1
C1=C(c2cccc3ccccc23)N2CCN=C2S1	1.4	-7	.	.	-2	.	.	7	-8
Clc1ccc(-n2nnnc2SCc2cn3ccccc3n2)cc1	1.1	-2	86	5	0	-1	3	0	16
C=C(C)C(=O)Nc1cccc(C(C)=O)c1	1.3	2	184	7	1	-20	4	-5	-22
CC(C)Sc1nnc([C@H](Cc2c[nH]c3ccccc23)NC(=O)OC(C)(C)C)o1	1.2	23	94	4	0	7	-11	-23	-3
CCOC(=O)C1C(c2ccccc2)C(C(=O)OCC)C1c1ccccc1 (stereo unspecified)	1.3	2	118	8	.	-7[fluorescence artefact?]	8	2	.
Cc1cc(C)c2c(=O)cc(C(F)F)oc2c1	1.1	4	68	5	-6	1	7	-4	-2
COc1ccc(NC2CC(=O)N(C)C2=O)cc1 (stereo unspecified)	1.5	.	98	7	-2	3	-12	.	5
Cc1nc(SCC(=O)c2ccc(F)cc2)c([N+](=O)[O-])[nH]1	.	11	.	.	-3	.	.	-8	4
COc1ccc(Cc2nnc(NC(=O)c3cccs3)s2)cc1	1.1	.	130	-1	-3	1	15[fluorescence artefact?]	.	11
COc1ccc(S(=O)(=O)N(C)CC(=O)Nc2cccc(C(C)=O)c2)cc1C	1	13	92	4	-1	6	6	-12	4
Cc1nnc2n(-c3ccccc3)c(=O)c3c4c(sc3n12)COC(C)(C)C4	1.2	.	144	1	1	-12	6	.	1
N#Cc1c(N)nc2c(c1N)CC(COc1ccccc1)O2 (stereo unspecified)	.	5	.	.	18	.	.	-4	-4
CCOC(=O)C(C(=O)NCc1cccc(OC)c1)c1ncc(C(F)(F)F)cc1Cl (stereo unspecified)	.	6	.	.	0	.	.	-6	-23
O=[N+]([O-])c1ccc(Sc2cccc3cccnc23)c([N+](=O)[O-])c1	1.1	-3	76	5	-4	0	5	5	-2
COc1cccc(C2CC(c3ccc(Cl)cc3Cl)Nc3nc(N)nn32)c1 (stereo unspecified)	1	12	69	8	-2	11	-1	-11	6
CCn1c2ccc(OC)cc2c2nc3ccccc3nc21	1.1	8	96[fluorescence artefact?]	3	.	-17[fluorescence artefact?]	3	-6	.
N#CC(C(=O)Nc1ccccc1)=C1CCCCC1	1.2	.	90	10	-1	74*	-4	.	3
O=C(CCCCCn1c(SCC(=O)c2ccccc2)nc2ccccc2c1=O)NCc1ccco1	1.1	32	84	3	-5	36	-11	-32	-9
CC(=O)Nc1ccc(NC(=O)c2oc3cc(C)c(C)cc3c2C)cc1	1	.	120	-1	-1	8	-1	.	-40
CCOC(=O)c1c(-c2cccc(C)c2)csc1NC(=O)c1c(-c2ccccc2)noc1C	.	12	.	.	0	.	.	-9	14
Nn1c(SCC(=O)Nc2ccc(F)cc2)nnc1-c1cccnc1	1.1	-5	109	9	6	-3	-5	4	-5
Cc1cc(-c2ccccc2)nc(N(C)NC(=O)c2cccc(C(F)(F)F)c2)c1S(C)(=O)=O	1.1	3	93[fluorescence artefact?]	3	4	2[fluorescence artefact?]	18	-3	-12
CN(C)c1cc(O)c(C(=S)Nc2ccccc2)c(N(C)C)c1	1.4	-8	101[fluorescence artefact?]	4	.	-2	7	10	.
c1ccc(-c2nnc(-c3ccncc3)o2)cc1	1.5	4	95	0	-1	-4	-8	-4	0
(continued)
SMILES	MT1-MMP txn act	sEH inh	ERa coact pot	Candida biofilm	Mac1 fbg enh	ERb SRC1 inh	Smad3 FoxH1 inh	sEH act	Mac1 fbg inh
CC1(C(=O)NC2CCCCCCC2)CC1(Cl)Cl (stereo unspecified)	.	10	.	.	5	.	.	-8	1
Cn1c(Cn2c(=O)sc3ccccc32)nnc1SCC(=O)Nc1ccc(Cl)cc1	1	.	231*[fluorescence artefact?]	2	.	-5	3	.	.
CCCN1C2=NCCCN2c2ccccc21	1	7	102	7	.	6	-12	-6	.
CCOC(=O)CNC(=O)c1cn(C)c(=O)c2cc(OC)c(OC)cc12	1.1	.	102	-3	-1	-5	-4	.	21
NC(=O)C1CCN(C(=O)CCSc2ccccc2)CC1	1.5	-16	102	2	.	-8[fluorescence artefact?]	2	14	.
O=C1CCC(C(=O)OCc2ccccc2)N1 (stereo unspecified)	.	-22	.	.	-2	.	.	26	4
C=CCNC(=O)CN(c1ccc(F)cc1)S(=O)(=O)c1ccc(OC)cc1	1.1	-10	92	0	-2	10	-17	10	-4
Cc1ccccc1CN1CCN(CC(=O)NCc2ccccn2)C1=O	1.2	-3	111	5	0	-2	-2	4	-5
COCCn1c(C)cc(C(=O)COC(=O)CCc2ccc(S(=O)(=O)N3CCOCC3)cc2)c1C	1.1	3	104[fluorescence artefact?]	2	1	-5	-8	-1	12
CCOC(=O)c1ccc(NS(=O)(=O)c2ccc3c(c2)oc(=O)n3C)cc1	1.1	5	110[fluorescence artefact?]	-1	.	-1[fluorescence artefact?]	-11	-5	.

The final 2 compounds of the part before lead into the next.
SMILES	MT1-MMP txn act	sEH inh	ERa coact pot	Candida biofilm	Mac1 fbg enh	ERb SRC1 inh	Smad3 FoxH1 inh	sEH act	Mac1 fbg inh
COCCn1c(C)cc(C(=O)COC(=O)CCc2ccc(S(=O)(=O)N3CCOCC3)cc2)c1C	1.1	3	104[fluorescence artefact?]	2	1	-5	-8	-1	12
CCOC(=O)c1ccc(NS(=O)(=O)c2ccc3c(c2)oc(=O)n3C)cc1	1.1	5	110[fluorescence artefact?]	-1	.	-1[fluorescence artefact?]	-11	-5	.
C(=C\c1ccccc1)/CSc1nnc(-c2ccccc2)n1Cc1ccco1	0.7	8	100	-3	-1	-4	-5	-7	27
CCOCCCNC(=O)CN1C(=O)CSc2cc(S(=O)(=O)N3CCCCCC3)ccc21	1.1	.	116[fluorescence artefact?]	4	-2	-3	2	.	-10
COC(=O)c1ccc(NC2(C#N)C(=O)Nc3ccccc32)cc1 (stereo unspecified)	1	-3	108	5	-1	-5	10	5	-8
CCOC(=O)c1nnc(-c2cccs2)nc1Oc1ccccc1C(=O)OC	1.1	-1	87[fluorescence artefact?]	1	-2	6	1	-2	-5
Cc1ccc2c(c1)c1c3n2CCCN(Cc2ccccc2)C3CCC1 (stereo unspecified)	1.3	6	108	-1	2	5	6	-5	-1
O=C(NCCN1CCOCC1)c1ccc(CS(=O)(=O)c2c(Cl)cccc2Cl)o1	1.1	-1	121	6	-7	-9	6	0	-14
Cc1ccc(-c2nnnn2CS(=O)(=O)c2ccccc2)cc1	1.2	6	98	6	2	7	1	-8	-16
Cc1cc(NS(=O)(=O)c2ccc(NC(=O)c3ccoc3C)cc2)nc(C)n1	1	-3	101	2	3	4	-9	6	1
O=C(CSCc1ccc(Cl)cc1)N/N=C/c1ccc(OCC(=O)Nc2ccccc2)cc1	.	51	.	.	-1	.	.	-50	-4
CCCCCCn1c(C(C)O)nc2ccccc21 (stereo unspecified)	1.1	4	127[fluorescence artefact?]	7	-2	6[fluorescence artefact?]	4	-3	-6
CCCOC1(NC(=O)c2ccccc2)C(C)=CC(=O)C=C1C	0.9	-11	108	8	.	-3	18	13	.
CCOC(=O)C1CCN(CC(=O)Nc2cc(C)nn2-c2nc3ccccc3s2)CC1	1.1	8	94	7	34	-5	6	-10	-13
CC(=O)Nn1cc2c(=O)n(C)c(=O)n(C)c2c1	1.1	-5	97	6	4	-16	1	4	0
CN1c2ccsc2C(O)=C(C(=S)Nc2ccc(F)c(Cl)c2)S1(=O)=O	1.3	6	92	4	-4	0	0	-6	30
Brc1ccc2[nH]c3c(N4CCc5ccccc5C4)ncnc3c2c1	1.1	30	495*[fluorescence artefact?]	-1	0	3	7	-28	75*
CCC(=O)Nc1nonc1-c1nc2ccccc2n1CCC(C)C	1	-10	96	-1	-4	4	-3	13	-14
O=C1c2ccccc2C(=O)N1Cc1nc(-c2ccccc2)no1	1.2	.	78	11	-4	5	2	.	-3
C/C=C/Cn1c(SCc2ccccc2)nc2c1c(=O)[nH]c(=O)n2C	1.3	-2	99	6	-4	0	1	4	-9
Cc1ccccc1Sc1ncnc2onc(C)c12	0.9	3	107	-7	-3	21	0	-5	-20

Some of the compounds tested. The share of hits here may be higher or lower than overall.
